High-throughput results (PubChem)
GLP1R inv ag: inverse agonists of human GLP-1 receptor | P43220 | HEK293 GLP-1R CRE-luciferase, luminescence, 24 h; GLP-1R form is constitutively active | Potency, µM (highest dose often 38.3 µM), inactives show top-dose activity change, negative = inhibition, actives largely listed as inhibitors | 410,000 compounds, 1.6% hits | AID 624417; further: potency means the concentration at half of the fitted maximal effect; on the % scale 0 is the no-effect control and ±100 the full control effect; nearly all actives have a fitted effect of over 55% in size
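Constitutively active GLP-1R drives a cAMP-responsive luciferase in stably transfected HEK293 cells; test compounds are added after overnight (12 h) attachment and left 24 hr, and signal loss in luminescence marks inhibition.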
Abeta yeast res: restores growth of yeast expressing A-beta42 peptide; yeast expressing A-beta42, growth rescue, OD600, 48 h; response scale: 0% DMSO, 100% iron-clioquinol control; Potency, µM (series often up to 46.1 µM), for inactives: at the top dose growth rescue, most hits filed as activators; 410,000 compounds, 0.063% hits; further: potency means the concentration at half of the fitted maximal effect; nearly all actives have a fitted effect of over 55% in size
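Yeast A-beta toxicity model in growth medium with pinned compounds, 48 h at 30 C; growth read as absorbance at 600 nm. Normalized to FeCl3/clioquinol equimolar mix (positive) and DMSO (negative).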
FUS suppressor: FUS proteinopathy suppression in yeast. 390,000 compounds, 0.24% hits. Potency, µM (top dose mostly 76.6 µM), for the others: at the highest dose growth rescue (activation), usual class: activators. S. cerevisiae FUS-expressing, growth rescue, OD600, 24 h. AID 1347120;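 further: potency means the concentration at half of the fitted maximal effect; plate controls were DMSO vehicle for no effect and reference control for full effect; nearly all actives have a fitted effect of over 55% in size; some results filed as inactive show a strong effect at the top dose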
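Quantitative HTS measuring growth restoration of FUS-toxic yeast. Galactose-induced cells (OD 0.005) were exposed 24hr at 30C to compounds at several concentrations, then absorbance at 600 nm was recorded.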
pAkt inh: inhibitors of Akt phosphorylation; Neuro2A IGF-stimulated pAkt S473 HTRF, 20 min; hits give low values; activity change, % for hits at 50 µM; 360,000 compounds, 0.32% hits; AID 651550; in the data active means activity change below about -80%; inconclusive means mostly about -51% to -80%; further: on the % scale 0 is the no-effect control and ±100 the full control effect
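Neuro2A cells in DMEM with 0.5% FBS, overnight at 37 deg C, given compound at single 50 µM final, then IGF (6 nM final) for 20 min at 37 deg C. Lysed; phospho-Akt Ser473 by HTRF after 24 h, 665/615 ratio.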
TDP-43 yeast inh: TDP-43 toxicity inhibition in yeast; 410,000 compounds, 1.8% hits; TDP-43 expressing yeast growth rescue, BacTiter-Glo, 24 h; Potency, µM (highest dose often 46.1 µM), inactives show at the highest dose growth rescue (activation), usual class: activators; further: potency means the concentration at half of the fitted maximal effect; % of control where 0% means no effect; nearly all actives have a fitted effect of over 50% in size
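Yeast expressing TDP-43 (pregrown in raffinose, seeded at OD600=0.02 in galactose medium) exposed to compounds 24 hr at 30 deg C. Growth read by BacTiter-Glo luminescence; rescue of toxicity appears as increased signal.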
GLP-1R agonist: GLP-1 receptor (human) agonism; P43220; HEK293 GLP-1R CRE-luciferase, luminescence, 4-6 h; cells express a hypersensitive GLP-1R form; Potency, µM (series often up to 45.6 µM), inactives show at the highest dose activation, hits mostly activators; 380,000 compounds, 0.007% hits; further: potency means the concentration at half of the fitted maximal effect; % of control where 0% means no effect
PTHR1 ag: agonists of human PTHR1 parathyroid hormone receptor | HEK293 GP2 PTHR1 cells, GloSensor cAMP luminescence, 1 h | Potency, µM (series often up to 115 µM), for the others: at the highest dose activation, hits mostly activators | 410,000 compounds, 0.075% hits | AID 743266; further: potency means the concentration at half of the fitted maximal effect; nearly all actives have a fitted effect of over 55% in size; some results filed as inactive show a strong effect at the top dose; inactives centre near -15; many of its hits are not listed in these tables
Target sequence (Q03431 whole entry, looked up): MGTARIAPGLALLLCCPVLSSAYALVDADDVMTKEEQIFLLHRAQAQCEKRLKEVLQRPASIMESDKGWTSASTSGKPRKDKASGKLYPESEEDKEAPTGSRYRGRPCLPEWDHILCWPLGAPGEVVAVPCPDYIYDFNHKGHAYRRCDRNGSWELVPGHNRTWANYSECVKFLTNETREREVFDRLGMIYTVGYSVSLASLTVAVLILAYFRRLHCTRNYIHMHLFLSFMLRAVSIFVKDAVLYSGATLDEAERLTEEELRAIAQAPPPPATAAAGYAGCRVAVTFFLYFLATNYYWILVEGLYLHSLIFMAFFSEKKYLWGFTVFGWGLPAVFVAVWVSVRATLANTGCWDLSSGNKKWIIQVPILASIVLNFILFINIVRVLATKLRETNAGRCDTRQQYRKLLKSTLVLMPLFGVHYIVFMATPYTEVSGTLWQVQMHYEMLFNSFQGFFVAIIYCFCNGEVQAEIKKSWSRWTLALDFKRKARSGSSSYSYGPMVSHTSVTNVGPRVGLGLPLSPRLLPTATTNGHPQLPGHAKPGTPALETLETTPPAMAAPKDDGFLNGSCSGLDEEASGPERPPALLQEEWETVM
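HEK-293-derived GP2 cells expressing PTHR1 and a GloSensor cAMP reporter, 3,000/well, plated overnight, given luciferin plus IBMX (each 0.5 mM as added) for 1 h at 37 °C, then compound for 1 h at 37 °C. Luminescence was read after 15 min at room temperature.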
DRD3 antagonist: antagonists of human D3 dopamine receptor. P35462. D3R cells, DiscoveRx beta-arrestin luminescence, antagonist mode; hits give low values. max response, negative = inhibition, %. 360,000 compounds, 2.5% hits. AID 652054; in the data active means max response below about -50%; inconclusive means no clear call, values can overlap the other calls; further: on the % scale 0 is the no-effect control and ±100 the full control effect; mostly tested at two doses, the higher about 12 µM
Target sequence (P35462 whole entry, looked up): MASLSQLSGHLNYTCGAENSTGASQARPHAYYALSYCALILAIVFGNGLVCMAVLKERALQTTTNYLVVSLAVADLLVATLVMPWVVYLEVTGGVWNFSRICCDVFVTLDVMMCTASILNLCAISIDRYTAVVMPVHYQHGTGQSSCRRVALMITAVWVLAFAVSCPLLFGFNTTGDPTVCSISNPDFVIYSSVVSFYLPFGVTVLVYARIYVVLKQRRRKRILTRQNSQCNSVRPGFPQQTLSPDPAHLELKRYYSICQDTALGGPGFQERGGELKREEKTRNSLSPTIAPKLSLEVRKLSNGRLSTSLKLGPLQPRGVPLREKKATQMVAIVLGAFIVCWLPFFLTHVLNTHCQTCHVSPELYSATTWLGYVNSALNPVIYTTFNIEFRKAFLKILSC
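Cells plated overnight at 1500 cells/well, then exposed to library compounds with dopamine controls for 90 minutes at 37 degrees C. DiscoveRx reagent added for 30–60 minutes at room temperature; luminescence read, quantitative HTS format.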
aSyn rescue: rescues yeast growth from alpha-synuclein toxicity; 370,000 compounds, 0.14% hits; Potency, µM (highest dose often 46.1 µM), for inactives: at the highest dose growth rescue (activation), most hits filed as activators; Yeast expressing alpha-synuclein, growth rescue, BacTiter-Glo, 24 h; further: potency means the concentration at half of the fitted maximal effect; % of control where 0% means no effect; nearly all actives have a fitted effect of over 65% in size
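Screening used galactose-induced yeast with toxic alpha-synuclein levels, exposed to compound for 24 hr at 30 deg C. Cell growth, read with BacTiter-Glo luminescence, gave the measured signal.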
An asterisk follows results filed as active; i = inactive; ? = inconclusive; . = no result given; [ ] = another dose, or the depositor's remark. Unless noted, the call rests on the fitted dose curve; in most records, active means well fitted curve in the direction sought with a large enough effect; inconclusive means small, poorly fitted or top-dose-only effect, or another doubt; inactive means no such curve, though single readings can be large; an effect the other way counts as inactive or inconclusive. The list is partial; the hit share may differ from the screen's.

SMILES	GLP1R inv ag	Abeta yeast res	FUS suppressor	pAkt inh	TDP-43 yeast inh	GLP-1R agonist	PTHR1 ag	DRD3 antagonist	aSyn rescue
Cc1cc(C)cc(OCCn2c(C3CC(=O)N(c4ccccc4Cl)C3)nc3ccccc32)c1 (configuration not stated)	-15%	-9%	38%	.	20%	.	-95%[inhibitor]	.	.
COc1ccc(C2C(C(=O)c3ccco3)=C(O)C(=O)N2c2nnc(C)s2)cc1 (configuration not stated)	-1%	9%	39%	i	9%	-1%	-1%	-11	-1%
Cc1ccc(S(=O)(=O)N(Cc2n[nH]c(=S)n2-c2ccccc2)c2ccccc2)cc1	13%	10%	?	i	-7%	8%	i	-24	2%
CN(C)CCNC(=O)C1CC(=O)N(c2ccc(F)c(Cl)c2)C1 (configuration not stated)	3%	9%	2%	i	0%	0%	-26%[57.5 µM]	16	1%
CC(C)(C)c1ccc(OCCSc2nc3ccccc3n2CC(=O)O)cc1	?	4%	6%	i	23%	-6%	-7%	1	-10%
O=C(CCc1ccc(S(=O)(=O)N2CCOCC2)cc1)OCC(=O)c1ccccc1F	3%	13%	26%	i	5%	1%	-2%	15	6%
CCOC(=O)c1ccc(NC(=O)c2cc3cc(C)ccc3n2C)cc1	-20%	-11%	-14%	.	0%[9.22 µM]	.	-35%	.	.
CCC(C)N1CCC2(CC1)N=c1c(c3c4c5c(C)c(O)c3c(O)c1=NC(=O)C(C)=CC=C[C@H](C)[C@H](O)[C@@H](C)[C@@H](O)[C@@H](C)[C@H](OC(C)=O)[C@H](C)[C@@H](OC)C=CO[C@@](C)(O5)C4=O)N2 (some centres not stated)	2%	-20%	?	i	-9%	9%	i	-13	-16%
CN1CCN(S(=O)(=O)c2ccc(NC(=S)NC(=O)c3ccccc3)cc2)CC1	11%	4%[9.22 µM]	-26%	i	8%	-2%	-16%	-11	4%
CC(C)n1cc(CN2CCC(n3nccc3NC(=O)C3CCCC3)CC2)cn1	8%	-2%	6%	i	19%	1%	i	-2	0%
COc1ccc2nc(SCC(=O)N(C)C3CCCCC3)[nH]c2c1	6%	-2%	.	i	0%	18%	-5%	-21	-1%
CCOC(=O)c1c(C)oc2nc(C)nc(NCCCN3CCN(c4ccc(F)cc4)CC3)c12	5%	-25%	-29%	.	8%	.	3%	.	.
C/C(CC(=O)NC12CC3CC(CC(C3)C1)C2)=N\NC(=O)c1ccc(F)cc1	20%	-20%	14%	i	0%	15%	i	8	3%
COc1ccc(-n2c(SCC(N)=O)nnc2-c2cccnc2)cc1	2%	2%	17%	i	4%	-4%	-1%	3	-7%
Cc1cn(C2CC(O)C(O)C(CO)O2)c(=O)[nH]c1=O (configuration not stated)	4%	-3%	-19%	i	19%	-3%	i	14	-5%
O=C(Cc1ccccc1)Nc1sc2c(c1C(=O)Nc1ccccc1Cl)CCCC2	-4%	4%	-4%	.	20%	.	i	.	.
CCOC(=O)C1CCN(c2cc3c(cc2NC(=O)c2ccccc2OCC)n(C)c(=O)n3C)CC1	?	-16%	10%	i	-5%	-5%	i	25	3%
CCOc1c(N2CCCCC2)c(=O)c1=O	13%	1%[9.22 µM]	-43%	i	2%	-29%	i	-3	-11%
CCN(CC)CC(=O)Nc1cccc(S(=O)(=O)N2CCCC2)c1	4%	-17%	20%	i	-1%	8%	?	-23	-1%
COc1ccc(OCC(=O)Nc2c(C(=O)N3CCC(N4CCCCC4)CC3)oc3ccccc23)cc1	?	14%	-2%	i	2%	9%	-16%	-7	-5%
O=C(Nn1c(-c2ccccc2)nc2ccccc2c1=O)C1CCC1	-14%	6%	18%	i	-18%	-6%	i	-13	-8%
Cc1cc(N2CCCCC2)nc(N)n1	-25%	6%	1%	i	-2%	-5%	-13%	-24	1%
COc1ccc2c(c1)OC[C@H]1[C@H]2N2C(=O)c3ccc(F)cc3NC(=O)[C@@]2(C)[C@H]1c1ccccc1	?	1%	10%	i	?	-3%	-24%	-25	-3%
O=[N+]([O-])C1C(c2ccccc2)C12c1ccccc1-c1ccccc12 (configuration not stated)	?	6%	13%	i	16%	-5%	-27%	-14	17%
COc1ccc(CCCC(=O)Nc2cc(C)ccc2OC)cc1	?	1%	-1%	i	25%	3%	-40%[inhibitor]	-2	-2%
More structures:
SMILES	GLP1R inv ag	Abeta yeast res	FUS suppressor	pAkt inh	TDP-43 yeast inh	GLP-1R agonist	PTHR1 ag	DRD3 antagonist	aSyn rescue
O=C(Nc1ccccc1)[C@@H]1CC=C[C@@H]2CCN(C3CCCCC3)C(=O)[C@@H]21	13%	1%	1%	i	15%	-2%	i	-7	0%
CC(=O)N1CCCc2cc(S(=O)(=O)N3CCc4ccccc4C3)ccc21	1%	?	15%	i	8%	-1%	-4%[57.5 µM]	-6	13%
CCn1cc(S(=O)(=O)c2ccc(C)cc2)c(=O)c2cc(F)c(N3CCCCCC3)cc21	3%	3%	-26%	.	18%	.	-26%	.	.
Cc1ccc(/C=C2\CCC(C3CCCC3)C2=O)cc1 (configuration not stated)	11%	-10%	8%	i	0%	-15%	-31%[inhibitor]	0	2%
CCOc1cc(/C=N/NC(=O)c2ccc(CSc3nncn3C)cc2)ccc1OCC(=O)N1CCOCC1	-2%	0%	-6%	i	25%	-2%	?	3	-3%
Cc1ccccc1OCC(=O)Nc1ccc(N2CCN(C)CC2)c(Cl)c1	4.5µM*	0%	7%	i	-6%	12%	-18%	-11	?
[O-]/C(=C(\C(=S)NCc1ccco1)[n+]1ccccc1)c1ccccc1Br	-2%	14%	4%	i	5%	1%	-8%	-5	1%
O=c1[nH]snc1-c1c(Cl)cccc1Cl	26%	-15%	-11%	i	18µM*	2%	i	-5	-26%
CC(=O)Nc1ccc(NC(=O)COC(=O)c2ccccn2)cc1	13%	-15%	-22%	i	-18%	-2%	i	4	1%
COc1ccc(S(=O)(=O)Nc2ccc(C)c(S(=O)(=O)N3CCOCC3)c2)cc1[N+](=O)[O-]	-1%	12%	-8%	i	6%	7%	i	17	1%
CCc1ccc(NC(=O)CNC(=O)c2cn(-c3ccccc3OC)c(=O)c3ccccc23)cc1	-29%	5%	?	i	14%	-7%	i	12	4%
CCN(CC(=O)Nc1c(F)cccc1F)C(=O)COc1ccc2c(c1)CCC2	?	27%	15%	i	0%	0%	-18%	9	-1%
Cc1ccc(NC(=S)NNC(=O)c2ccccc2OC(F)F)cc1	5%	-4%	15%	i	6%	-5%	-11%[57.5 µM]	-13	-6%
CCOc1ccc(-c2nnn(CCC(=O)O)n2)cc1OC	0%	2%	23%	i	?	1%	-2%[57.5 µM]	20	-11%
CCN(CC(=O)Nc1ccc(NC(C)=O)cc1)C(=O)/C=C/c1ccc(C)o1	12%	18%	-14%	i	18%	-3%	-33%[inhibitor]	1	10%
COCCNC(=O)/C(C#N)=C/c1ccc(OCc2ccc(F)cc2)cc1	?	9%	-13%	i	18%	1%	-8%	6	10%
CCN(CC(=O)Nc1ccc(OC)cc1)C(=O)Cc1coc2cc(C)c(C)cc12	?	-1%	.	i	16%	?	i	-20	11%
CCCCCCCCCCCC(=O)NC(C(=O)O)C(O)c1ccccc1 (configuration not stated)	-27%	-9%	29%	i	21%	1%	i	-3	-6%
Cn1cnnc1SCc1ccc(C(=O)N=Nc2c(O)n(Cc3ccc(Cl)cc3)c3ccccc23)cc1	?	-6%	.	i	-13%	24%	-21%	-26	-5%
O=C(NC1CC(=O)N(c2cccc(F)c2)C1)c1ccc(S(=O)(=O)N2CCCC2)cc1 (configuration not stated)	7%	-10%	24%	.	15%	.	-21%	.	.
Cc1cccc(NC(=O)COC(=O)c2ccc3c(=O)n4c(nc3c2)CCC4)c1	11%	-1%	.	i	18%	-1%	i	-2	12%
Cc1ccc(CCNC(=O)CCCc2nnc3n(C)c(=O)c4sccc4n23)cc1	15%	-16%	2%	.	12%	.	i	.	.
O=c1[nH]cc(NCCc2ccccc2)c(=O)[nH]1	6%	-10%	4%	i	16%	14%	i	7	4%
CCN(CC)CCNC(=O)c1ccc2c(=O)n(CCc3ccccc3)c(=O)[nH]c2c1	?	9%	14%	i	0%	7%	i	-17	6%
COc1ccccc1NC(=O)C(C)OC(=O)C1CCN(S(=O)(=O)c2ccccc2C(F)(F)F)CC1 (configuration not stated)	0%	0%	31%	i	14%	14%	i	-6	-6%[1.84 µM]
Additional records follow.
SMILES	GLP1R inv ag	Abeta yeast res	FUS suppressor	pAkt inh	TDP-43 yeast inh	GLP-1R agonist	PTHR1 ag	DRD3 antagonist	aSyn rescue
CCn1ccc(C(=O)Nc2ccsc2C(=O)OC)n1	30%[activator]	-21%	2%	i	9%	1%	i	6	2%
CC(=O)c1cnc(Nc2cccc(Cl)c2Cl)s1	5%	-3%	-1%	i	9%	12%	i	4	2%
CC(=O)N1c2ccc(S(=O)(=O)N3CCCC(C(=O)N4CCC(C)CC4)C3)cc2CC1C (configuration not stated)	24%	-69%[inhibitor]	12%	i	-39%[inhibitor]	6%	-49%[inhibitor]	7	9%
Cc1ccccc1C(=O)NNc1ncnc2c1cnn2-c1cccc(Cl)c1	-29%	-12%	-11%	.	17%	.	-17%	.	.
COc1cc(C(=O)Nc2ccc3c(c2)N(C(=O)CCN(C)C)c2ccccc2CC3)cc(OC)c1OC	?	16%	14%	i	-6%	23%	-8%	0	1%
C=CCNC(=O)c1onc(CSc2ccccc2)c1C(=O)O	?	3%	-22%	i	12%	0%	i	8	2%
O=C(CCSc1nnc2scc(-c3ccccc3)n12)Nc1nc(-c2ccccc2)ns1	-36%	0%	.	i	-25%	-2%	i	?	-23%
CN(CCc1ccccc1)c1cc2c(c3c1ccn3C)C1CCC2C1 (configuration not stated)	-27%	21%	20%	i	19%	0%	i	-23	-1%
